# High-throughput results from PubChem.
# CHO-K1 Ca ag: M1 agonist counterscreen hit in parental CHO-K1 cells; AID 602248; activation, % at 3 µM; Fluo-8 calcium fluorescence; scaled to maximal ATP response, vehicle zero; 0.48% of 360,000 active; in the data active means activation above about 15%;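 further: untransfected CHO-K1 host cells lacking M1 receptor as counterscreen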
# OXTR potentiate: human OXTR potentiation; 0.061% of 320,000 active; P30559; AID 2445; activation, % at 3 µM; CHO-OTR cells, Fluo-8 calcium fluorescence, potentiator mode; 0% = oxytocin EC15, 100% = EC100;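 active means activation above that plate's cutoff, the mean activation of tested compounds plus 3 SD, cut at about 6.6% in these data, passing the limit was not always enough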;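 further: 100% uses oxytocin at 75 nM as the full agonist control; some results filed as inactive read as strong as hits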
# Target sequence (P30559 whole entry, looked up): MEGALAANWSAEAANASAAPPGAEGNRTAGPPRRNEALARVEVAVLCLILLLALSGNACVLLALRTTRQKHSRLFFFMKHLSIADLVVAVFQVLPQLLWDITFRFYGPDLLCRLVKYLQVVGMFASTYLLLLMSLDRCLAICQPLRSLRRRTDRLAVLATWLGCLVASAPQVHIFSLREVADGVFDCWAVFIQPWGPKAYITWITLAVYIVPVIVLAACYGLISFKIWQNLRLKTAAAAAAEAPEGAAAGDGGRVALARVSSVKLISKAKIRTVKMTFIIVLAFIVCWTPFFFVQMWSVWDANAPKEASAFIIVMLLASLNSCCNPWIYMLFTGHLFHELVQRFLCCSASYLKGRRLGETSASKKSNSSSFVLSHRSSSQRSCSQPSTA
#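 Measured by – Fluo-8 calcium dye fluorescence · Test system – human OTR in CHO cells · Dosing – one concentration, 3.0 µM compound · Controls – EC15 oxytocin alone as 0%, 75 nM oxytocin as 100% · Evaluation – normalized max/min fluorescence ratio, % activation · Timing – 6 min pre-incubation, 100 s read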
# CHO parental Ca: counter-screen for OX1R antagonists: effect in parental CHO cells; parental CHO-K1, ATP-induced calcium, Fluo-8 fluorescence; inhibition, % at 5.6 µM; 0.63% of 330,000 active; AID 463079;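 active means inhibition above that plate's mean sample inhibition plus 3 SD, cut at about 26% in these data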;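 further: 0% = ATP-challenged DMSO wells and 100% = DMSO wells without ATP; some compounds past the cut are filed as inactive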
#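 Material: parental CHO cells / Compound: single nominal dose of 5.6 µM per compound / Signal: Fluo-8 fluorescence / Replicates: singlicate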
# M4 antag: CHRM4 antagonism in calcium assay; P08173; CHO-hM4 cells, ACh EC80, Fluo-8 calcium fluorescence; inhibition, % at 3 µM; 0.73% of 360,000 active; AID 624125;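 active means inhibition above its plate's cutoff, the mean inhibition of sample wells plus 3 SD, cut at about 27% in these data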;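 further: 0% = acetylcholine EC80 with DMSO and 100% = DMSO without agonist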
# Target sequence (P08173 whole entry, looked up): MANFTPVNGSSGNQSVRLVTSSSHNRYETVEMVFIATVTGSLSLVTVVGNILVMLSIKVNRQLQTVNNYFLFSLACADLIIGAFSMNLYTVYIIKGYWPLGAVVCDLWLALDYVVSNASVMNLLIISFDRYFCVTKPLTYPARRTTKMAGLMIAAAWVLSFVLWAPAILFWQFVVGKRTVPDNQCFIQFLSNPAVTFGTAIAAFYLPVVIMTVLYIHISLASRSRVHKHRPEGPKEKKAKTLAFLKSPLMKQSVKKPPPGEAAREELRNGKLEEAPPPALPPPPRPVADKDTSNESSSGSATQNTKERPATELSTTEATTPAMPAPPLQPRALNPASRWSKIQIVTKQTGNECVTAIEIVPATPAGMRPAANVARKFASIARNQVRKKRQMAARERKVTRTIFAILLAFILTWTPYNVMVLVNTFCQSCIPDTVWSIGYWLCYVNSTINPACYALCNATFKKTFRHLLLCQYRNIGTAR
# M4 ag: CHRM4 agonism in calcium assay | P08173 | CHO-K1 hM4/Gqi5, Fluo-8 calcium fluorescence; vehicle 0%, full acetylcholine response 100% | activation, % at 3 µM | 0.14% of 360,000 active;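 active means activation above the run mean over all test wells plus 3 SD, cut at about 32% in these data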;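 further: peak over basal fluorescence ratio per well then scaled between controls; 0% = DMSO wells and 100% = acetylcholine at EC100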
# M1 ag: agonists of human M1 muscarinic receptor | 0.33% of 360,000 active | activation, % at 3 µM | P11229 | CHO-K1 hM1, Fluo-8 calcium fluorescence, agonist mode; 0% DMSO, 100% acetylcholine EC100;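 active means activation above the run's mean compound activation plus 3 SD, cut at about 16% in these data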;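 further: peak over basal fluorescence ratio within a 140 s kinetic read after compound addition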
# M1 PAM: human CHRM1 positive allosteric modulation. P11229. CHO-K1 hM1, Fluo-8 calcium fluorescence, ACh EC20; 0% = ACh EC20, 100% = maximal ACh. activation, % at 3 µM. 0.088% of 360,000 active. AID 588819; in the data active means activation above about 19%, passing the limit was not always enough
# M1 antag: antagonists of human M1 muscarinic receptor; CHO-K1 hM1, Fluo-8 calcium fluorescence, ACh EC80 antagonist; P11229; 1.3% of 360,000 active; inhibition, % at 3 µM;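 active means percent inhibition above its own plate's cutoff, namely the mean of that plate's compound wells plus 3 SD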;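 further: peak over basal fluorescence ratio during 140 s after agonist addition; 0% = ACh EC80 plus DMSO and 100% = DMSO alone without agonist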
# CHO-K1 Ca antag: nonselective inhibitor or artifact in parental CHO-K1 cells; inhibition, % at 3 µM; 0.6% of 360,000 active; AID 602250; ATP-induced calcium, Fluo-8 fluorescence;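 active means inhibition above a per-plate cutoff, the plate's mean sample inhibition plus 3 SD, cut at about 24% in these data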;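 further: 0% = DMSO plus EC80 ATP and 100% = DMSO alone without ATP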
# Numbers without * were called inactive; . = not tested or not shown.
SMILES,CHO-K1 Ca ag,OXTR potentiate,CHO parental Ca,M4 antag,M4 ag,M1 ag,M1 PAM,M1 antag,CHO-K1 Ca antag
COc1cccc(NC(=O)Nc2cc(C)ccc2F)c1,2.2,-1,-6,12,4,-5,3,-9,3
COc1ccc(C(=O)NCCc2cnc[nH]2)cc1OC,0.3,-1,2,-8,3,-2,13,-12,-19
O=C(Cn1cnc2ccccc2c1=O)Nc1ccccc1N1CCOCC1,0.9,-8,-16,1,1,-2,5,-5,-13
O=C(CSc1nnc(-c2ccc(F)cc2)o1)Nc1ccccc1N1CCOCC1,0.2,-2,-19,8,1,-3,-2,8,9
CCCC1CCC(c2ccc(/C(N)=N/O)cc2)CC1 (stereo not given),0.3,-14,7,-12,2,-1,6,-8,-12
O=C(C[n+]1cccc(/C=N/O)c1)N(Cc1ccccc1)Cc1ccccc1,4.2,5,-8,4,1,-7,7,-7,-12
Cc1ccc(OCC(=O)OC(C)CN(C)Cc2ccccc2)cc1 (stereo not given),0.3,-8,5,3,2,-6,10,-3,-7
O=C1COc2ccc(C(=O)COC(=O)Cc3ccccc3F)cc2N1,3.8,-10,-8,7,5,-2,2,-7,-2
Nc1nc(Nc2cccc(F)c2)nc(NCCO)c1[N+](=O)[O-],15*,12*,-16,-8,5,-3,10,-9,-12
C=CCOC(=O)C1=C(C)Nc2nnnn2C1c1cc(OC)ccc1OC (stereo not given),6.1,-1,-1,8,-1,-3,8,-2,10
Cc1ccc(CS(=O)(=O)CC(C)(O)c2ccc(Cl)cc2)cc1 (stereo not given),-1.1,-11,-11,-7,0,-7,12,-18,-11
CN1C(=O)c2ccccc2C(C(=O)O)C1c1cn(C)c2ccccc12 (stereo not given),0.1,-1,5,-3,1,-4,-2,2,-3
CN(C)c1oc(-c2ccccc2Cl)nc1C#N,0.3,-2,-9,-2,0,-8,1,-10,-13
CCOC(=O)c1c(C=O)c(C)n(Cc2ccccc2Cl)c1C,-0.6,-17,-21,2,-1,-1,0,-6,22
Cc1cc(OCC(=O)Nc2ccc(S(=O)(=O)NC3=NCCCCC3)cc2)c(C(C)C)cc1Cl,-0.2,-5,-32,-1,-1,-5,-10,5,1

# Brought forward from above: 2 compounds, followed by the next part.
SMILES,CHO-K1 Ca ag,OXTR potentiate,CHO parental Ca,M4 antag,M4 ag,M1 ag,M1 PAM,M1 antag,CHO-K1 Ca antag
CCOC(=O)c1c(C=O)c(C)n(Cc2ccccc2Cl)c1C,-0.6,-17,-21,2,-1,-1,0,-6,22
Cc1cc(OCC(=O)Nc2ccc(S(=O)(=O)NC3=NCCCCC3)cc2)c(C(C)C)cc1Cl,-0.2,-5,-32,-1,-1,-5,-10,5,1
CCCCOc1ccc(N(CC(=O)NC2CCCC2)C(=O)CCC(=O)Nc2ccccn2)cc1,-0.3,-5,-1,4,0,-1,3,-22,8
CCn1ccnc1CN(C)C(=O)c1cc(COc2c(F)cccc2F)on1,2.2,-8,-13,1,1,-12,13,-8,-6
COCCC(=O)N1CCOCC1c1cc(C(=O)Nc2ccccc2)no1 (stereo not given),0.8,.,.,-20,2,-2,11,-23,-6
CC(=O)c1ccc(N2C(=O)NC3(CCCCC3)C2=O)cc1,0.6,-9,-3,0,1,-4,6,-4,-12
CCOC(=O)CC(=O)Nc1nnc(C(C)C)s1,2.4,-12,-13,0,1,-4,7,-9,-5
CCCn1c(C(C)NC(=O)c2ccccc2)nc2ccccc21 (stereo not given),0.0,.,.,-9,2,-6,7,-7,-2
O=C(NC1CCCCCCC1)c1cccc(S(=O)(=O)N2CCOCC2)c1,0.0,.,.,-2,0,-1,9,-17,13
COC(=O)CCC(=O)Nc1nnc(C(F)(F)F)s1,1.0,-5,-7,-2,1,-5,5,1,-4
CCOC(=O)Nc1cccc(OCC(=O)Nc2ccc(OC)cc2OC)c1,1.8,-9,-18,-10,8,0,3,3,19
CCCCCCCC/C=C\CCCCCCCC(=O)NCCc1ccc(O)c(O)c1,-0.4,-2,36*,11,0,1,7,-27,-11
COc1ccccc1OC(C)C(=O)Nc1ccccc1C(=O)NCc1cccnc1 (stereo not given),0.9,-2,-10,-2,4,1,19,-14,-7
CC(=O)c1ccc(OCc2cc(C(=O)N3CC[C@@H]4CCCC[C@H]4C3)no2)cc1,2.1,-14,-22,-2,10,-1,3,1,5
O=C(C1CCN(Cc2ccc(OCc3ccccc3)cc2)CC1)N1CCCC1,0.0,-6,-8,2,1,-5,-12,22,7
O=C(NC(=S)Nc1ccc(S(=O)(=O)Nc2nccs2)cc1)c1cccc(F)c1,1.1,0,-7,1,1,-7,9,-12,-9
O=C(COC(=O)CSc1ccccc1)Nc1ccc(F)cc1F,-0.4,2,-4,-1,0,-4,7,-17,-6
CCn1cc(/C=C(\NC(=O)c2ccccc2OC)C(=O)NCCN2CCOCC2)c2ccccc21,0.9,.,.,-13,7,-4,14,-15,11
CC(=O)N1CCN(S(=O)(=O)c2ccc(S(=O)(=O)NCC(C)C)cc2)CC1,-0.1,5,-19,18,1,0,6,11,8
Cn1c(=O)c2c(nc(SCC(=O)Nc3ccccc3)n2C)n(C)c1=O,1.5,0,-10,-9,2,-1,5,-10,-18
COc1ccc(-c2nn3c(-c4ccco4)nnc3s2)cc1OC,1.4,-10,-13,-3,3,-6,2,-25,-8
Cc1sc(C(=O)Nc2ccc3ccccc3c2)cc1CC(=O)O,0.0,-1,-6,4,0,-5,6,-8,-2
O=C(CCCN1C(=O)/C(=C\c2ccccc2)SC1=S)Nc1cccc(C(=O)O)c1,-0.4,-4,-6,-31,2,-2,8,-6,-3
COC(=O)CSc1nnc2cc(C)c3ccccc3n12,0.2,1,2,-1,1,-3,1,-7,19
COc1ccc(C)cc1NC(=O)c1ccc2c(O)c(S(=O)(=O)c3ccccc3)c(=O)[nH]c2c1,0.0,-5,-8,0,1,0,8,1,9
CN(C(=O)COC(=O)/C=C/c1ccc(S(=O)(=O)N2CCc3ccccc32)cc1)C1CCS(=O)(=O)C1 (stereo not given),-0.2,-3,-18,4,1,-13,14,-11,0
CCCCCc1nnc(NC(=O)C2COc3ccccc3O2)s1 (stereo not given),0.0,-5,-11,8,3,-2,10,-8,-4
COc1cccc(NC(=O)CN(C)C(=O)CCNS(=O)(=O)c2ccc(C)cc2)c1,-0.3,-1,-21,0,1,-1,7,0,-8
CCOc1ccc(CNc2nnnn2C)cc1OC,0.9,3,-12,-1,1,4,3,-7,-9
CC(C)N(C(=NCc1ccccc1)NC(=O)c1ccccc1)C(C)C,0.3,-3,-13,3,2,-2,12,-8,4
COc1ccc(NC(=O)CSc2nc3ccccc3c(=O)n2-c2ccc3c(c2)OCO3)c(OC)c1,0.1,-1,-1,15,1,-5,7,-5,-14
O=C(CSc1ccccn1)Nc1nc2ccc(Br)cc2s1,0.8,-7,-26,-4,-1,-5,-1,-5,-18

# As a short view, part of the list above:
SMILES,CHO-K1 Ca ag,OXTR potentiate,CHO parental Ca,M4 antag,M4 ag,M1 ag,M1 PAM,M1 antag,CHO-K1 Ca antag
COc1cccc(NC(=O)Nc2cc(C)ccc2F)c1,2.2,-1,-6,12,4,-5,3,-9,3
COc1ccc(C(=O)NCCc2cnc[nH]2)cc1OC,0.3,-1,2,-8,3,-2,13,-12,-19
O=C(Cn1cnc2ccccc2c1=O)Nc1ccccc1N1CCOCC1,0.9,-8,-16,1,1,-2,5,-5,-13
O=C(CSc1nnc(-c2ccc(F)cc2)o1)Nc1ccccc1N1CCOCC1,0.2,-2,-19,8,1,-3,-2,8,9
CCCC1CCC(c2ccc(/C(N)=N/O)cc2)CC1 (stereo not given),0.3,-14,7,-12,2,-1,6,-8,-12
O=C(C[n+]1cccc(/C=N/O)c1)N(Cc1ccccc1)Cc1ccccc1,4.2,5,-8,4,1,-7,7,-7,-12

# (further entries)
SMILES,CHO-K1 Ca ag,OXTR potentiate,CHO parental Ca,M4 antag,M4 ag,M1 ag,M1 PAM,M1 antag,CHO-K1 Ca antag
Cc1ccc(C(=O)NNC(=S)NC(=O)c2ccco2)cc1,21*,-15,66*,0,25,30*,-4,0,2
CN(Cc1ccccn1)C(=O)c1cc(COc2ccc(F)cc2Cl)on1,2.2,.,.,3,3,-3,3,-11,-12
Cc1cccc(OC(C)C(=O)N/N=C\c2ccncc2)c1 (stereo not given),0.5,-5,-9,-1,0,-3,13,-4,-5
CCOC(=O)c1c(NC(=O)C2CCN(S(=O)(=O)c3ccc(Cl)cc3)CC2)sc2c1CCCC2,0.9,-3,-13,-3,1,-5,4,5,-6
COc1ccc(CCNC(=O)c2cccc3c2C(=O)N(C2CCCCC2)C3)cc1OC,3.3,-4,-23,-6,9,-1,-9,18,-17
COCCN(Cc1cn[nH]c1-c1ccc2cc(OC)ccc2c1)C(C)C,3.1,.,.,2,1,-1,10,-10,-1
O=c1cnnc(Nc2ccccc2)[nH]1,0.1,-2,-11,1,1,-6,-4,-2,-5
Nc1cc(-c2ccc(Cl)cc2)nn1-c1ccccc1,0.4,-1,-15,-15,1,-5,7,0,-6
CC(=O)Nc1ccc(S(=O)(=O)NCC(=O)NCCc2ccc(S(N)(=O)=O)cc2)cc1,0.7,2,-6,4,1,-6,6,-5,-5
CCC(=O)NC(=S)Nc1cccc(NC(=O)c2ccccc2)c1,1.3,3,-15,-6,3,-4,5,-10,-8
Cc1ccc(Nc2nnc(SC(C)C(=O)NCC3CCCO3)s2)cc1C (stereo not given),1.9,-11,-27,4,2,-5,2,-1,-5
COc1cc2c(c(OC)c1OC)-c1ccc(NCc3ccccc3)c(=O)cc1C(NC(C)=O)CC2 (stereo not given),-0.3,.,.,3,0,-3,-1,-6,1
COc1ccc2c(C)cc(SCC(=O)N3CCOCC3)nc2c1,2.2,-16,8,-1,4,4,-4,-21,-6
COc1ccc(/C=N/OCC(=O)N(Cc2ccccc2)c2ccccc2C(=O)O)cc1,0.1,-6,-9,-3,0,-4,6,-3,-10
COc1ccc(N=C2SC(C(=O)O)CC(=O)N2Cc2ccc(OC)c(OC)c2)cc1 (stereo not given),0.3,-1,4,12,-1,-1,12,-13,-2
